Source: PubChem (University of Kansas High Throughput Screening Laboratory)
Pf apPOL block: Pf-apPOL DNA polymerase inhibition | Recombinant Pf-apPOL, molecular beacon fluorescence, 1.5 h | inhibition, % at 10 µM | 0.25% of 210,000 active | AID 1794808
mHTT-CaM PPI inh: mHTT-calmodulin interaction abrogation | inhibition, % at 15 µM | P42858 | AlphaScreen His-mHTT/GST-CaM binding, luminescence | 3.6% of 190,000 active;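 note: 0% = both proteins with DMSO and 100% = one protein alone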
Target sequence (P42858 whole entry, looked up, stated change not applied): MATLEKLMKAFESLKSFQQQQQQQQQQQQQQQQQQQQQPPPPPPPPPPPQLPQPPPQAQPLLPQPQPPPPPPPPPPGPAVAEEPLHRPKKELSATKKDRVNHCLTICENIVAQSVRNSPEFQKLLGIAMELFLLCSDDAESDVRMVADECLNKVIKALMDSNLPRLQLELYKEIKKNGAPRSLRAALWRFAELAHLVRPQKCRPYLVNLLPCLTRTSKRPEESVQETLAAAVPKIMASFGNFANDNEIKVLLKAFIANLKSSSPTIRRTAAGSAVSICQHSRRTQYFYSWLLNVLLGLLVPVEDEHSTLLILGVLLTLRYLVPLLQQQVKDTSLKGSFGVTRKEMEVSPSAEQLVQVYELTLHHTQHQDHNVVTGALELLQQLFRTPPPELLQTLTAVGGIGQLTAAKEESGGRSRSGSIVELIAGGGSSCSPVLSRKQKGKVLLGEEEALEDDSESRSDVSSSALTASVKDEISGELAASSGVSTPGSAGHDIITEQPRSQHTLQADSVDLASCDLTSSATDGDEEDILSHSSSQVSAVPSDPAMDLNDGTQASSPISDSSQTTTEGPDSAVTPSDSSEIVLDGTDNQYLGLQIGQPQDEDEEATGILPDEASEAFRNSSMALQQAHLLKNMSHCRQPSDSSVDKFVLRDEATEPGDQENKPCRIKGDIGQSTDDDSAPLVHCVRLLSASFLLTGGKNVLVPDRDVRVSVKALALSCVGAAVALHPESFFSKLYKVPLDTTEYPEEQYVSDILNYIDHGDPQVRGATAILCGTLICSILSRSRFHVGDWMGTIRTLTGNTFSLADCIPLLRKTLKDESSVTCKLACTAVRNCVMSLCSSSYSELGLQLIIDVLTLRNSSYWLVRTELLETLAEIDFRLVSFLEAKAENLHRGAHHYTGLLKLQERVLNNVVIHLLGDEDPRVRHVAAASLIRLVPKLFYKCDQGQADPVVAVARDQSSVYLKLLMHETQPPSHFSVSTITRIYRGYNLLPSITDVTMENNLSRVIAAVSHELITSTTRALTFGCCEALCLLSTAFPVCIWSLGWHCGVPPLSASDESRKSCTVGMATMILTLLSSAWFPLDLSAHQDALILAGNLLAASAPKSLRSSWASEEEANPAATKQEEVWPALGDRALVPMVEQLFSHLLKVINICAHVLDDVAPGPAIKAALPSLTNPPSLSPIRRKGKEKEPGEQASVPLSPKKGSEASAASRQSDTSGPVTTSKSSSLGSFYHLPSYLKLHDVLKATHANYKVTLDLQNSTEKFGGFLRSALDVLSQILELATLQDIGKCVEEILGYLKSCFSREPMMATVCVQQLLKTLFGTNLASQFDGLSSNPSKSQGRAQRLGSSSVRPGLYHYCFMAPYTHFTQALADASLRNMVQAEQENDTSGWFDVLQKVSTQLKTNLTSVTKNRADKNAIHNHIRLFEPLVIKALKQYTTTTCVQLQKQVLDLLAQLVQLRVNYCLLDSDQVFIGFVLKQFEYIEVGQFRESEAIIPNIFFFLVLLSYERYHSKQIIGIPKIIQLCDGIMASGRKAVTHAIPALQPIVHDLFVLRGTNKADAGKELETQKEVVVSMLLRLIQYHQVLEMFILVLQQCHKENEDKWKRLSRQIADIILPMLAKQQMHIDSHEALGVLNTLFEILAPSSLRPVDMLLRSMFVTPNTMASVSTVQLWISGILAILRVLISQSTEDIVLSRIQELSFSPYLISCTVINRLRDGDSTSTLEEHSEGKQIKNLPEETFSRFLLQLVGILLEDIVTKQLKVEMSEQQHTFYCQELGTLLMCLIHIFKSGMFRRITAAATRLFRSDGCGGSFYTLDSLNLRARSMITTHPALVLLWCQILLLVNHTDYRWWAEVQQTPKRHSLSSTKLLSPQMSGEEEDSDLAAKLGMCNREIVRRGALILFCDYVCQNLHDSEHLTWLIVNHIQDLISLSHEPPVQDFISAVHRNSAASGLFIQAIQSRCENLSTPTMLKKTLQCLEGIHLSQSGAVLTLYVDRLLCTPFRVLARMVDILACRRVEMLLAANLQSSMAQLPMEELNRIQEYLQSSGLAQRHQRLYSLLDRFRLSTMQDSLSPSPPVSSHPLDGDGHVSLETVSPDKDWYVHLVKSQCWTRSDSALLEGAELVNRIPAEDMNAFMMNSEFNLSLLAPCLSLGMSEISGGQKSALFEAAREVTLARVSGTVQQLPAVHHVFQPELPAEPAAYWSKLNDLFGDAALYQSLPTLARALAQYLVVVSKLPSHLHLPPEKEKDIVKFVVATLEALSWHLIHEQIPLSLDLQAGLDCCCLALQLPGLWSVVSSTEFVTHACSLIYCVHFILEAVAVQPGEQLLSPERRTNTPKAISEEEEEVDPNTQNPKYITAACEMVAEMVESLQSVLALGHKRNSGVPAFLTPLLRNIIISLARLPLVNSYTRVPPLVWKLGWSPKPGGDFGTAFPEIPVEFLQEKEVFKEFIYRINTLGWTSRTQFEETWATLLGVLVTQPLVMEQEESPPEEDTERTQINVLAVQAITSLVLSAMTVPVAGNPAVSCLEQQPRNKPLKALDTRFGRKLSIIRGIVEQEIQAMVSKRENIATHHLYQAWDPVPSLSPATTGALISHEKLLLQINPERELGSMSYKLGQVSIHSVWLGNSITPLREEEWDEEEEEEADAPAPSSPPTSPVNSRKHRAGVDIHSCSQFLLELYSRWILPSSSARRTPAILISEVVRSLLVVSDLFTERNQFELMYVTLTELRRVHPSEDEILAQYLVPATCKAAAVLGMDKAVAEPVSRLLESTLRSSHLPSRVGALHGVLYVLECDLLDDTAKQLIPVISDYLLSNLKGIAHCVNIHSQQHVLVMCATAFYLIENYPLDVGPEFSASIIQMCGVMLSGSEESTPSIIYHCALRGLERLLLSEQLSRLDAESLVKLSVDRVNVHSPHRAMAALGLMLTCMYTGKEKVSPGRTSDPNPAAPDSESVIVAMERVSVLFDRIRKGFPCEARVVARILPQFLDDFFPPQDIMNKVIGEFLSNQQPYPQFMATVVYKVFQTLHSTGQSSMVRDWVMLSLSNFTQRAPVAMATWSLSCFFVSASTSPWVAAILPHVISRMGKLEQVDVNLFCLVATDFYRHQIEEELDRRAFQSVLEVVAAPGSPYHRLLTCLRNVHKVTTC
* = called active by the depositor; . = no result given; & = joins results of further samples. Cut-off read from the data, not from the text of the source: active = inhibition above about 50%; inactive = the rest. A portion of the library; rates above refer to the full screens.

Order of results: Pf apPOL block | mHTT-CaM PPI inh
> COc1ccccc1C(=O)N/C(=C/c1ccc2c(c1)OCO2)C(=O)Nc1cccc(C(=O)O)c1
    0 | 0
> O=C(Nc1cccc(F)c1)c1cccc(F)c1F
    -14 | -6
> Cc1ccccc1NC(=O)C1CCc2sc(C(=O)N3CCCC3)cc2C1 (configuration not stated)
    -5 | 4
> Cc1ccc(Sc2nccnc2N2CCCC(C(=O)N3CCCCC3)C2)cc1 (configuration not stated)
    0 | 0
> Fc1ccc(Nc2ncnc3[nH]ncc23)c(F)c1
    -9 | -4
> O=C(NCCCN1CCOCC1)C1CCCN(c2cnn(Cc3ccccc3)c(=O)c2)C1 (configuration not stated)
    -3 | -1
> N#CC1=C(N)SC(N)=C(C#N)C1c1ccc(Cl)c(Cl)c1
    -2 | 98*
> CCOC(=O)N1CCN(C(=O)Cn2cnc(-c3cccs3)cc2=O)CC1
    -3 | -17
> CCCN(CC1CC1)c1cc2c(c3c1ccn3C)C1CCC2C1 (configuration not stated)
    -2 | 74*
> OCCN1CCN(C/C=C/c2ccccc2)CC1
    -3 | -2
> O=C(CCN1CCCC1)NCC1OCCc2ccccc21 (configuration not stated)
    1 | 5
> Cc1ccn2cc(C(=O)NC3CCCCCC3)nc2c1
    -1 | -4
> CCc1ccc(NS(=O)(=O)c2ccc(OC)cc2)cc1
    -4 | -10
> Cc1cccc(-c2nc(CC(=O)N(C)C)cs2)c1
    6 | 8
> CCc1ccc(OCC(=O)Oc2ccc([N+](=O)[O-])cc2)cc1
    9 | 12
> Cc1oc(C2CCN(C(=O)C3CCCO3)CC2)nc1C(=O)N1CCOCC1 (configuration not stated)
    2 | -2
> CCCCN(CC)CCNC(=O)C1CCCN(c2ncnc3c2nc2n3CCCCC2)C1 (configuration not stated)
    -1 | -6
> COc1ccc(Cl)cc1NC(=O)c1cn(C)c(=O)c2ccccc12
    4 | -6
> O=C(COc1ccc(-c2cnc3ccccc3n2)cc1)N1CCOCC1
    -1 | -4
> O=C(Nc1ccc2c(c1)OCO2)c1cn2c(n1)CCCC2
    -6 | 12
> COCCn1c(C2CCN(S(=O)(=O)c3cccs3)C2)nc2ccncc21 (configuration not stated)
    5 | 6
> O=C(Nc1ccc(F)cc1)Nc1cccc(Br)c1
    -17 | -13
> O=C(NC1CC2CC1N(C(=O)c1ccc(F)c(Cl)c1)C2)c1ccccc1 (configuration not stated)
    0 | 13
> COc1ccccc1C(=O)N/C(=C/c1ccc2c(c1)OCO2)C(=O)NCCCO
    -4 | 1
> O=C(Nc1cc(OCC(F)(F)F)cc([N+](=O)[O-])c1)c1cc2ccccc2oc1=O
    -2 | 0
> CCn1cc(C(=O)NCc2ccc(OC)cc2)c2c3ccccc3n(C)c2c1=O
    -1 | 4
> Cc1ccnc(NC(=O)Nc2ccc(F)cc2)c1
    -8 | -1
> O=C(CSc1nnc(-c2cccc(Br)c2)o1)c1ccc([N+](=O)[O-])cc1
    4 | 19
> Cc1ccc(NC(=O)Cn2cccc2-c2nnc(C3CC3)o2)c(C)c1
    -2 | -6
> Cn1cc(/C=C2\SC(=Nc3ccccc3)NC2=O)c2ccccc21
    1 | 55*

Single records, as listed above. Screens in order: Pf apPOL block | mHTT-CaM PPI inh
N#CC1=C(N)SC(N)=C(C#N)C1c1ccc(Cl)c(Cl)c1 in the list: -2 | 98*
Cn1cc(/C=C2\SC(=Nc3ccccc3)NC2=O)c2ccccc21 in the list: 1 | 55*
O=C(COc1ccc(-c2cnc3ccccc3n2)cc1)N1CCOCC1 in the list: -1 | -4
Fc1ccc(Nc2ncnc3[nH]ncc23)c(F)c1 in the list: -9 | -4

Sorted by length of the SMILES (smallest number first): some entries from above.
Order of results: Pf apPOL block | mHTT-CaM PPI inh
> CCOC(=O)N1CCN(C(=O)Cn2cnc(-c3cccs3)cc2=O)CC1
    -3 | -17
> O=C(NC1CC2CC1N(C(=O)c1ccc(F)c(Cl)c1)C2)c1ccccc1 (configuration not stated)
    0 | 13
> COc1ccccc1C(=O)N/C(=C/c1ccc2c(c1)OCO2)C(=O)Nc1cccc(C(=O)O)c1
    0 | 0

The listing continues.
Order of results: Pf apPOL block | mHTT-CaM PPI inh
> O=C1NCCCCC1NC1CC(=O)N(c2ccccc2)C1=O (configuration not stated)
    -2 | 3
> COc1ccc(CNC(=O)c2ccccc2F)cc1
    4 | 0
> CC1=NN(c2ccccc2)C(=O)/C1=C/C=C/c1ccccc1
    -2 | 71*
> COc1ccccc1NC(=O)c1ccc(-c2ccnc(N3CCCCC3)n2)cc1
    -2 | -33
> CN(C)[C@@H]1CCN(c2cccc3c2S(=O)(=O)N2CC[C@@H](C2)O3)C1
    -1 | -6
> O=C1OC(c2ccccc2Cl)=N/C1=C/c1ccc(-c2cccc([N+](=O)[O-])c2)o1
    -6 | 48
> COc1ccc(CC(=O)N2CCC(Cn3cccn3)CC2)cc1OC
    -5 | -12
> COC(=O)c1ccccc1NC(=O)C12CC3CC(CC(C3)C1)C2
    2 | -10
> CC(C)C[C@H](NC(=O)[C@@H](O)[C@H](N)Cc1ccccc1)C(=O)O
    4 | .
> CC1=C(C(=O)NCc2ccccc2C)C2(CCCCC2)OC1=O
    -1 | -1
> COc1ccc(C2/C=C\CN(C(=O)c3ccccc3)[C@@H](C)C(=O)N2Cc2ccc(F)cc2)cc1 (some centres not stated)
    -5 | 35
> CC1=C(C#N)C(=O)C(C#N)(C#N)C(C)(C)C1
    . | -5
> COc1cccc(NS(=O)(=O)c2ccc3[nH]cc(C(=O)NCc4cccnc4)c(=O)c3c2)c1
    4 | 16
> CCc1ccc2oc(-c3cccc(N)c3)nc2c1
    -4 | 9
> COc1cccc(-c2nc(C3CCN(S(=O)(=O)c4cccc(Cl)c4C)CC3)no2)c1
    -4 | -2
> COc1ccccc1CC(=O)Nc1ccccc1C(C)(C)C
    -3 | -4
> O=C(Nc1ccc(F)cc1)OCCCN1C(=O)CCC12CCCCC2
    -6 | -2
> Cc1ccc(C2=NN(CCC(=O)NCCCSC3CCCCC3)C(=O)CC2)cc1
    -17 | 8
> O=C(C1CC1)N1CCc2cc(Br)cc(S(=O)(=O)NCCN3CCCC3)c21
    -8 | -1
> Cc1ccc(C(=O)Nc2cccnc2)o1
    -5 | -3
> Cc1ccc(NC(=O)CSc2nccn2-c2cccc(C)c2C)cc1Cl
    -3 | 13
> COc1ccc(C(=O)N2CCCC(COc3ccc(C(=O)N4CCCC4)cc3)C2)cc1F (configuration not stated)
    -2 | -2
> CC(=O)Nc1ccc(NC(=O)c2ccc3noc(-c4ccc(Cl)cc4)c3c2)cc1
    -4 | -6
> COc1ccc(Cl)cc1NC(=O)c1cn(-c2ccc(F)cc2F)c(=O)c2ccccc12
    -2 | 9
> N#CC1=C(N)Oc2n[nH]c(-c3ccc4c(c3)OCO4)c2C1c1ccc(Cl)cc1 (configuration not stated)
    -4 | 81*
> CC1CC(C)CN(c2nc3c(c(=O)[nH]c(=O)n3C)n2CCSc2nc3ccccc3o2)C1 (configuration not stated)
    1 | -6
> CCN(CC)c1ccc(/C=c2\sc3ncnn3c2=O)cc1
    0 | 0
> CC1CCCCC1NS(=O)(=O)c1cc(C(=O)Nc2ccc(F)c(F)c2)ccc1F (configuration not stated)
    37 | 9
> CCN1CCn2c(nc3cc(C(=O)Nc4cccc(Br)c4)ccc32)C1=O
    0 | -6
> COc1ccc(C(=O)N2CCC3(CC2)NC(=O)N(Cc2ccc(C)cc2)C3=O)cc1F
    -9 | 4
> CC(=O)c1ccc(NC(=O)C2C3C=CC(C3=C(c3ccccc3)c3ccccc3)C2C(=O)O)cc1 (configuration not stated)
    -2 | 2
> O=C1OC(c2cccc(Br)c2)=N/C1=C/c1ccc([N+](=O)[O-])cc1
    -14 | -6
> CSc1nsc(SC)c1C(=O)NC(=O)N1CCSCC1
    6&-6 | .
> Cc1cccc(N2CCN(Cc3nc4ccccc4n3C)CC2)c1
    -10 | 14
> O=[N+]([O-])c1ccc(N2CCN(Cc3ccsc3)CC2)cc1
    -2 | 13
> CCOC(=O)c1cc(C)n(N(C)c2cc(C(F)(F)F)ccn2)c1C
    -6 | .
> COc1ccc(C=C2Oc3c(ccc(O)c3C)C2=O)cc1
    -18 | 1
> CC(C)c1cc(C2CCCN2C(=O)c2nn(C)cc2Cl)on1 (configuration not stated)
    4 | 0
> O=C(C1CCCN(C(=O)C2CCC2)C1)N1CCCC1 (configuration not stated)
    1 | -7
> O=C(Nc1ccccc1C(F)(F)F)c1c(O)c2cccc3c2n(c1=O)CCC3
    2 | 2
> Cc1ccc(-c2cc(COC(=O)c3cnc4ccccc4n3)no2)cc1
    7 | -3
> CC(C)n1c(C2CCN(C(=O)c3ccccn3)C2)nc2ccncc21 (configuration not stated)
    4 | 6
> COc1ccc(CNC(=O)c2ccn3c(-c4cc(F)cc(F)c4)nnc3c2)cc1
    -3 | -1
> CC(=O)Nc1cccc(N2CC(C(=O)Nc3ccc(C)cc3C)CC2=O)c1 (configuration not stated)
    0 | 10
> Nn1c(SCc2ccccc2Br)nnc1C(F)(F)F
    . | -4
> COCCNC(=O)C1CCN(c2nc3ccc(-c4cccs4)nc3s2)CC1
    1 | 5
> CS(=O)(=O)N(CC(=O)NC1CCCCCC1)c1cccc([N+](=O)[O-])c1
    -1 | 0
> COc1cccc(-n2ccnc2SCC(=O)Nc2ccc(OC(F)(F)F)cc2)c1
    -5 | 11
> Cc1ccc(NS(=O)(=O)c2ccc3nncn3c2)cc1
    -1 | -1
> CNCCCCc1cnc(C)c2[nH]c3ccccc3c12
    -67&-32 | 36
> CC1CCc2noc(NC(=O)C(C)C)c2C1 (configuration not stated)
    -3 | -5
> O=C(NC1CCCCC1)c1ccc(SCCN2CCCCC2)nc1
    -2 | -2
> OC(COc1ccc(Cl)cc1Cl)CN1CCc2ccccc2C1 (configuration not stated)
    -2 | 11
> Cc1cc(OCCN2CCCC2)ccc1Cl
    0 | -1
> Cc1ccc(NC(=O)Cn2nc3c(cc2=O)CCCC3)cc1
    2 | -1
> COc1cccc(CNc2ccc(-c3nc(-c4ccc(F)cc4)no3)cn2)c1
    1 | -6
> Cc1nn(-c2ccc(Br)cc2)c(=O)c2ccccc12
    0 | -4
> COCCCn1c(=N)c(C(=O)NC2CCCC2)cc2c(=O)n3ccccc3nc21
    11 | -2
> COc1cccc(CC(=O)N2CCCC3(C2)NC(=O)N(Cc2cc(C)ccc2C)C3=O)c1 (configuration not stated)
    -12 | 5
> O=C(c1ccc(Br)o1)N(C1CCCCC1)C1CCCCC1
    -14 | -2

New compounds follow
Order of results: Pf apPOL block | mHTT-CaM PPI inh
> COc1ccc(-n2cc(-c3ccccc3)c3c(NCc4ccccn4)ncnc32)cc1
    -5 | 8
> COc1ccc(CCNC(=O)CCCN2C(=O)CCn3nc(C)cc32)cc1OC
    -1 | -5
> O=C(c1ccc(-c2csc(C3CC3)n2)cc1)N1CCCCC1
    -5 | -3
> O=C1OC(c2ccccc2F)=N/C1=C\c1cccc(Br)c1
    0 | 8
> COc1ccc(C2CC(c3ccccc3Cl)Nc3nc(N)nn32)cc1OC (configuration not stated)
    -6 | 26
> Cc1nccn1-c1ccc(CNC(=O)c2ccc3c(c2)OCO3)cc1
    -2 | 7
> Cc1nc2cccnc2n1C1CCN(C(=O)Cc2cccs2)C1 (configuration not stated)
    6 | 9
> CN(Cc1ccccc1)c1nc2c(c(=O)n(C)c(=O)n2C)n1CCSc1nc2ccccc2o1
    3 | 1
> Cc1cc(OCC(N)=O)c2c(C)c(Cc3ccccc3)c(=O)oc2c1
    -2 | 6
> Cc1ccc(-c2csc3c(=O)n(CC(=O)Nc4ccc(F)cc4)cnc23)cc1
    -5 | -14
> O=[N+]([O-])c1ncn(C23CC4CC(CC(c5ccccc5)(C4)C2)C3)n1
    -2 | -9
> Cc1ccc(C)c(S(=O)(=O)Nc2ccc3oc4c(c3c2)CCCC4)c1
    -6 | 32
> CC(=O)Nc1ccc(C=C(C#N)C(N)=O)cc1
    4 | .
> CCOc1ccc(NC(=O)CN2C(=O)C(c3ccc(Cl)cc3)=NC23CCCCC3)cc1
    -7 | 10
> COc1ccccc1NS(=O)(=O)c1ccc(C)c([N+](=O)[O-])c1
    -4 | 0
> O=C(Cn1nnc(-c2ccccc2F)n1)NCCc1ccccc1
    -5 | 1
> CCc1[nH]nc(-c2cccs2)c1NC(=O)C1CCCC1
    1 | 7
> Cc1ccccc1NC(=O)c1cc2n(n1)C(C(F)(F)F)CC(c1ccco1)N2 (configuration not stated)
    -1 | 11
> O=C(c1cccs1)N1CCCC(c2ccnc(Nc3ccccc3)n2)C1 (configuration not stated)
    0 | 61*
> COc1ccc(S(=O)(=O)N(CC(=O)Nc2ccccc2F)c2cc(C)cc(C)c2)cc1OC
    -8 | 6
> CCCN1C(=O)CCc2cc(NC(=O)c3ccc(CC)cc3)ccc21
    -30 | 6
> CCC(C)c1ccccc1OCCCN1CCCC1 (configuration not stated)
    -10 | 0
> Cc1ccc(CC(=O)Nc2nc3c(s2)CN(S(=O)(=O)c2ccccc2)CC3)cc1
    -5 | 25
> C=CCOc1ccc(C(O)=C2C(=O)C(=O)N(c3ccccn3)C2c2ccccc2F)cc1 (configuration not stated)
    -15 | 3
> CCc1onc(C)c1C1CCCN1C(=O)Nc1ccc(C)cc1 (configuration not stated)
    11 | -7
> O=C(NCC1CCN(Cc2ccco2)CC1)NC1CC1
    -3 | -4
> COC(=O)CNC(=O)N1CC(C)Oc2ccccc21 (configuration not stated)
    -6 | 0
> CC(C)c1ccc(NC(=O)CCS(=O)(=O)c2ccc(Br)s2)cc1
    -4 | 0
> COc1ccc(Br)c(C(=O)C(C#N)=Cc2ccc(N(C)C)cc2)c1
    -101 | .
> Cn1nc(COCc2cccc(F)c2)c2c1CCN(S(=O)(=O)Cc1cccc(F)c1)C2
    -3 | 3
> CCOc1ccccc1NC(=O)C1CCc2nc(N3CCOCC3)ncc2C1 (configuration not stated)
    -1 | 4
> CNCC(=O)NCC12CC3CC(CC(C3)C1)C2
    30 | -4
> COc1cc(NC(=O)c2ccccc2)c(OC)cc1NC(=O)CN1C(=O)c2ccccc2C1=O
    -6 | 23

Two entries from above, with tabs.
Molecule	Pf apPOL block	mHTT-CaM PPI inh
Cc1ccc(NC(=O)Cn2nc3c(cc2=O)CCCC3)cc1	2	-1
COc1cccc(CNc2ccc(-c3nc(-c4ccc(F)cc4)no3)cn2)c1	1	-6
